HIF act – HIF pathway transcriptional activation; 300,000 compounds, 0.32% hits; AID 1910; U2OS HRE-luciferase reporter, luminescence; normalized: DMSO 0%, desferrioxamine 100%; activation, % at 7.5 µM (by protocol);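 active means mean activation of at least 10% of the iron chelator positive control signal, with at least half of replicates also reaching 10%; inconclusive means mean and replicate majority disagree about reaching 10%; inactive means mean and most replicates under 10%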
GSK3beta inhib – blocks human GSK3beta kinase activity | P49841 | GST-GSK3beta kinase, ADP-Glo luminescence, 60 min; active compounds read low | activity score (negative = inhibition), % at 10 µM | 300,000 compounds, 0.038% hits;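 active means more than half of replicate wells score below -50%, meaning over 50% inhibition versus plate controls; inconclusive means some replicates but at most half score below -50%; inactive means no replicate scores below -50%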;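 further: 0% = median DMSO wells and -100% = median GW8510 positive control wells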
Target sequence (P49841 whole entry, looked up): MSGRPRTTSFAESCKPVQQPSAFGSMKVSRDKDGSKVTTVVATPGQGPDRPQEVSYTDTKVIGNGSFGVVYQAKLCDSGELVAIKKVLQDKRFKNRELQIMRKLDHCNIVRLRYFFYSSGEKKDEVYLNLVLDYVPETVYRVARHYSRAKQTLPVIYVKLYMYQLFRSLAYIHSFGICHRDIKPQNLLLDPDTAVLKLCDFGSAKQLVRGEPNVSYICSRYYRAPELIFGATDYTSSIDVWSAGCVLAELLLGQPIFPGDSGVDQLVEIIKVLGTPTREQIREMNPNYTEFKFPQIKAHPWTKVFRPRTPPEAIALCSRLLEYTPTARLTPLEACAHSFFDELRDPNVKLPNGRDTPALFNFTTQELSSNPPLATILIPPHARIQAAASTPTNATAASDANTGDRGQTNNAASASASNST
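Test system: GST-fused GSK3beta enzyme, cell-free | Quantity: 1.6 ng GST-GSK3beta enzyme per well | Reagent: 25 µM ATP with peptide substrate | Schedule: 60 min enzyme reaction, room temperature | Signal: Luminescent ADP-Glo measurement of ADP formed | Read-out basis: Score relative to plate controls | Control set: DMSO and 20 µM GW8510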
IEC-6 cytotox – counter-screen for KLF5 inhibitors: cytotoxicity in IEC-6 cells | IEC-6 cytotoxicity, luminescence viability | inhibition, % at 5 µM | 290,000 compounds, 0.78% hits | AID 1825; in the data active means inhibition above about 22%;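 further: 0% = plate median of test compound wells and 100% = cytotoxic reference compound wells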
AI-2 QS modul – modulators of Vibrio harveyi AI-2 quorum sensing system | Vibrio harveyi JMH597 AI-2 luminescence/OD600 ratio, 9 h; active compounds read low; strain lacks LuxN and CqsS sensors; 0 = neutral-control median | activity change, % at 7.5 µM | 300,000 compounds, 0.4% hits | AID 2094; in the data active means activity change below about -75%, passing the limit was not always enough; inconclusive means no clear call, values can overlap the other calls;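 further: luminescence divided by OD600 gain over 9 h not by final OD600 alone; inactives centre near 13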
KLF5 inh – kruppel-like factor 5 inhibition; 290,000 compounds, 0.23% hits; inhibition, % at 5 µM; DLD-1 KLF5 promoter-luciferase reporter, luminescence;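 active means inhibition above a per-plate limit of that plate's mean compound inhibition plus 3 SD, cut at about 60% in these data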;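 further: 0% = DMSO wells and 100% = LY294002 at 200 µM; higher means less KLF5 promoter-driven luciferase light; inactives centre near -14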
GSK3A inh – blocks human GSK-3 alpha kinase | inhibition, % at 10 µM | P49840 | 320,000 compounds, 0.1% hits | ADP-Glo luminescence, 60 min;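 in the data active means inhibition above about 50%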;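 further: GST-tagged GSK-3 alpha with peptide substrate and 25 µM ATP; 0% = DMSO neutral wells and 100% = GW8510 positive control wells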
Target sequence (P49840 whole entry, looked up): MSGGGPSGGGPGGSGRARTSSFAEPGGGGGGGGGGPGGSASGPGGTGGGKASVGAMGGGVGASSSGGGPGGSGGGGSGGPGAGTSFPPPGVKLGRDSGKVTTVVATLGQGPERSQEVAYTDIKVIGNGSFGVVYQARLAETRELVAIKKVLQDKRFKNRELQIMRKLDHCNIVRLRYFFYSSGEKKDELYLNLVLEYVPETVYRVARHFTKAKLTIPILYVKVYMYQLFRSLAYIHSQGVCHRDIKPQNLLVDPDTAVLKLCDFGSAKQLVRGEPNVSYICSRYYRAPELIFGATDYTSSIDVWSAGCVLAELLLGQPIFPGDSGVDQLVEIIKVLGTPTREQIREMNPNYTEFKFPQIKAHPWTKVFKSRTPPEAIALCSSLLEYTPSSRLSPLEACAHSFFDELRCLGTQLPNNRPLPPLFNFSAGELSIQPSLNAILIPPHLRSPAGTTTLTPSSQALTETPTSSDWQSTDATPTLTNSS
aSyn UTR inh – MLPCN primary screen, SNCA 5' untranslated region; alpha-synuclein 5'UTR reporter, inhibitor activity; inhibition, % (tested at 7.5 µM); 300,000 compounds, 0.82% hits; AID 1813; in the data active means inhibition above about 60%; inconclusive means no clear call, values can overlap the other calls;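 further: H4 neuroglioblastoma cells stably carrying SNCA 5'UTR luciferase fusion; 0% = DMSO wells and 100% = positive control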
HSF1 activator – increases HSF-1 driven luciferase reporter signal | NIH3T3-HGL HSF-1 luciferase reporter, MG132, 8 h; 100% = twice DMSO control signal | activation, % at 9 µM | 300,000 compounds, 1.7% hits | AID 504408;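 active means mean replicate activation of at least 50% with a set share of replicates each reaching 50%; inconclusive means only one of those two conditions met; inactive means mean below 50% and too few replicates reaching it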;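 further: 0% = median of the neutral control wells and 100% = twice that signal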
HSP90 refold inh – HSP90 refolding inhibition in rabbit reticulocyte lysate; luciferase refolding luminescence, 3 h; inhibition, % at 5.6 µM; 290,000 compounds, 0.91% hits; AID 1789;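 active means inhibition above the screen-wide mean plus 3 SD, computed separately per campaign, cut at about 16% in these data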;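 further: 0% = DMSO wells and 100% = 60 µM geldanamycin wells; inhibitors lower the luminescence because luciferase stays unfolded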
HSF1 inh – HSF1 inhibition. AID 2098. activity change, negative = inhibition, % at 7.5 µM (by protocol). 300,000 compounds, 0.77% hits. NIH3T3-HGL HSE-luciferase, MG132-induced, luminescence 8 h; active compounds read low;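 active means more than half of replicate wells show activity change below -50%, luminescence cut by over half; inconclusive means some wells, but at most half, below -50%; inactive means no replicate well below -50%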;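 further: luciferase reports HSF-1 transcriptional activity via heat shock element; 0% = median of DMSO wells and -100% = zero luminescence signal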
* marks the source's active call; other numbers are inactive results; ? = inconclusive; · = not tested or not shown.

The first seven entries (preview)
canonical_smiles | HIF act | GSK3beta inhib | IEC-6 cytotox | AI-2 QS modul | KLF5 inh | GSK3A inh | aSyn UTR inh | HSF1 activator | HSP90 refold inh | HSF1 inh
O=C(CN1C(=O)C2C3C=CC(C3)C2C1=O)Nc1ccc2c(c1)OCCO2 (centres undefined) | 2.3 | -1 | -1 | 24 | -83 | 0 | -116 | -34 | 0 | -18
Cc1cccc2c(C(=O)Nc3ccc(Br)cc3)cc(-c3ccccn3)nc12 | -0.6 | 0 | -3 | -1 | -8 | 0 | 33 | 5 | -2 | -3
CCOC(=O)c1nnc(-c2ccccc2)nc1Oc1ccc(Cl)cc1 | 0.1 | 2 | -1 | 49 | -12 | 0 | -4 | 37 | 1 | 33
COc1ccc(NC(=O)CN(c2ccccc2)S(=O)(=O)N(C)C)cc1OC | · | -1 | 2 | 26 | 13 | -1 | 7 | 45 | -2 | 12
CC1CC(=O)c2c(cc3c(-c4c(O)cc(O)c5c(O)c6c(cc45)OC(C)CC6=O)c(O)cc(O)c3c2O)O1 (centres undefined) | -0.3 | 1 | -8 | -82* | -28 | 3 | 70* | -5 | 3 | -3
CCOC(=O)C(C)Oc1cccc2c(=O)n(CC(=O)NCc3ccccc3)ccc12 (centres undefined) | 0.5 | -3 | 82* | 19 | 63* | -2 | 73* | -27 | 1 | -25
CC1CCN(S(=O)(=O)c2ccc(NC(=O)c3ccco3)cc2)CC1 | -0.4 | -7 | -3 | -34 | 9 | -2 | -2 | 0 | -6 | -1

This part in full (from the top)
canonical_smiles | HIF act | GSK3beta inhib | IEC-6 cytotox | AI-2 QS modul | KLF5 inh | GSK3A inh | aSyn UTR inh | HSF1 activator | HSP90 refold inh | HSF1 inh
O=C(CN1C(=O)C2C3C=CC(C3)C2C1=O)Nc1ccc2c(c1)OCCO2 (centres undefined) | 2.3 | -1 | -1 | 24 | -83 | 0 | -116 | -34 | 0 | -18
Cc1cccc2c(C(=O)Nc3ccc(Br)cc3)cc(-c3ccccn3)nc12 | -0.6 | 0 | -3 | -1 | -8 | 0 | 33 | 5 | -2 | -3
CCOC(=O)c1nnc(-c2ccccc2)nc1Oc1ccc(Cl)cc1 | 0.1 | 2 | -1 | 49 | -12 | 0 | -4 | 37 | 1 | 33
COc1ccc(NC(=O)CN(c2ccccc2)S(=O)(=O)N(C)C)cc1OC | · | -1 | 2 | 26 | 13 | -1 | 7 | 45 | -2 | 12
CC1CC(=O)c2c(cc3c(-c4c(O)cc(O)c5c(O)c6c(cc45)OC(C)CC6=O)c(O)cc(O)c3c2O)O1 (centres undefined) | -0.3 | 1 | -8 | -82* | -28 | 3 | 70* | -5 | 3 | -3
CCOC(=O)C(C)Oc1cccc2c(=O)n(CC(=O)NCc3ccccc3)ccc12 (centres undefined) | 0.5 | -3 | 82* | 19 | 63* | -2 | 73* | -27 | 1 | -25
CC1CCN(S(=O)(=O)c2ccc(NC(=O)c3ccco3)cc2)CC1 | -0.4 | -7 | -3 | -34 | 9 | -2 | -2 | 0 | -6 | -1
Cc1ccccc1OCC(=O)NCC(=O)OCc1ccc(Br)cc1 | -9.3 | 0 | -1 | 2 | -12 | -3 | 4 | -5 | -2 | -6
CCc1cc(CN2CCOCC2)c(NC(=O)c2ccccc2)s1 | 1.4 | -4 | 1 | 18 | 4 | 0 | -49 | 46 | -1 | 20
COc1ccc(/C=N/NC(=O)c2ccncc2)cc1CN1CCN(c2ccc(F)cc2)CC1 | -0.2 | 1 | 2 | 24 | 1 | -2 | 16 | 4 | 1 | -5
O=C(/C=C/Nc1ccc(S(=O)(=O)Nc2ncccn2)cc1)c1ccc2ccccc2c1 | · | 0 | -1 | 4 | -23 | 1 | -6 | · | -1 | ·
CCn1cc(C(=O)NC2CCCCC2)c(=O)c2cc(S(=O)(=O)N(C)C)ccc21 | -0.1 | -1 | 0 | 15 | 3 | 11 | -4 | 0 | -4 | -5
COc1ccccc1OCCSc1nc2ccccc2n1CCC(=O)O | -2.9 | 4 | -1 | 12 | -6 | -6 | -16 | 3 | -4 | -1
CCCN(CCC)C(=O)Cn1ccc(=N)c2ccccc21 | -0.1 | 1 | 2 | 27 | -20 | -4 | -15 | 6 | 1 | -1
Cc1cc(C)n(-c2nc(NC(C)C)nc(NC(C)C)n2)n1 | 0.5 | -4 | 8 | 28 | -4 | 1 | -11 | 5 | 0 | -4
Cc1cc(N(CN2CCCC2=O)C(=O)c2ccc(F)cc2)no1 | 0.4 | 0 | 4 | 6 | -29 | -1 | -3 | 10 | 5 | -3
CCn1c(=NC(=O)C2COc3ccccc3O2)sc2c(OC)ccc(OC)c21 (centres undefined) | 0.7 | 3 | 4 | 11 | -19 | -1 | -3 | 14 | 0 | 20
COc1ccc(CCNC(=O)CCC(=O)NC2CCCC(C)C2C)cc1OC (centres undefined) | -0.1 | -1 | 3 | -6 | 8 | -1 | -3 | -11 | 2 | -7
O=C(Nc1cccc(N2CCCC2)c1)c1cccs1 | 0.6 | -1 | 1 | 8 | -26 | -2 | -66 | 17 | 1 | 3
CCN(CC(=O)Nc1c(F)cccc1F)C(=O)c1ccc(-c2ccccc2)cc1 | 1.2 | 3 | · | 17 | · | -4 | -25 | 0 | · | 5
O=c1c2c(nc3nc(NCc4cccc5ccccc45)[nH]n13)CCC2 | -0.1 | 1 | -6 | 27 | 6 | -1 | -13 | 6 | 1 | 4
COc1cc(NC(=O)CSc2nc3ccccc3cc2Cc2ccccc2)cc(OC)c1 | -0.5 | 2 | 2 | 18 | -23 | -1 | 39 | -38 | 0 | -15
CCCCS(=O)(=O)/C=C\C=C/S(=O)(=O)CCCC | -4.2 | 0 | 102* | ? | 103* | 1 | -9 | -84 | 9 | -83*
Cc1cc(Br)ccc1NC(=O)CN(C)Cc1cccs1 | 0.6 | 2 | 2 | -10 | -50 | -2 | -41 | 9 | 0 | 7
CCN=c1scc(-c2ccco2)n1/N=C/c1ccc(O)cc1 | 1.5 | 1 | -2 | 4 | -108 | -2 | -173 | 20 | 7 | 2
N#Cc1c(-c2ccccc2)cc(-c2ccc(O)cc2)nc1N | -1.7 | 0 | -3 | -15 | -33 | 1 | 7 | 34 | -1 | 20
Cc1ccccc1-n1c(=O)c2c(n3cnnc13)-c1ccccc1CC21CCCCC1 | -0.5 | 0 | 2 | 23 | 3 | -3 | 16 | 18 | 3 | 2
O=C(c1ccc(F)cc1)C1CCN(C(=O)Nc2ccc(F)cc2F)CC1 | 0.0 | 3 | -6 | 14 | -31 | -2 | 6 | 12 | -2 | 0
COc1ccc(C(=O)Nc2ccccc2N2CCOCC2)cc1[N+](=O)[O-] | -0.3 | 2 | -1 | 18 | -10 | -1 | 31 | 8 | 0 | -6
CCN1C(=O)c2cccc3c(S(=O)(=O)Nc4ncccc4C)ccc1c23 | · | -3 | 1 | 6 | -39 | -2 | 22 | 89* | 1 | 41
COc1ccc(OC)c(NS(=O)(=O)c2ccc3c(c2)n(C)c(=O)n3C)c1 | -16 | 0 | -5 | 23 | 11 | 1 | -3 | 4 | -6 | 1
CCc1ccccc1NC(=O)CCCN1C(=O)c2cccnc2C1=O | 0.7 | -1 | -3 | 5 | -5 | 0 | -1 | -6 | -2 | -2
Cc1ccccc1Oc1cccc(C(=O)/C(C#N)=C/N(C)C)c1 | -1.1 | 2 | -2 | 32 | -2 | 0 | -31 | 17 | 2 | 10
CC1CCN(Cc2nnnn2-c2ccc(Cl)cc2)CC1 | -0.1 | -11 | 8 | 24 | 34 | 6 | 21 | -8 | -3 | 1
CCCCN(C)CCNC(=O)CN1C(=O)CSc2ccc(S(=O)(=O)N3CCOCC3)cc21 | 0.2 | 5 | -7 | 25 | -13 | 1 | 3 | 3 | -5 | -6
CN1CCN(NC(=O)c2ccc(Cl)c([N+](=O)[O-])c2)CC1 | -0.1 | 2 | 0 | 2 | -22 | -2 | -46 | -11 | 3 | 0
Cc1ccc(S(=O)(=O)N2CCN(C(=O)COC(=O)COc3ccccc3)CC2)cc1 | -0.8 | 0 | 0 | 24 | 14 | -2 | 11 | -21 | 0 | -8
O=C(CCS(=O)(=O)Cc1cccc(Cl)c1)NCCc1ccccc1 | -34 | -1 | 0 | -9 | -16 | 0 | -10 | 43 | -8 | 19
CCn1c(CNC(=O)C2CCCCC2)cc2ccccc21 | -2.8 | -3 | -2 | 4 | -29 | -2 | 4 | -1 | 0 | 3
Cc1cc(C)n2nc(C(=O)Oc3ccc4c(c3)OCO4)nc2n1 | -0.2 | 0 | · | 40 | · | -4 | 5 | 1 | · | -6
CC(C)C[C@H](NC(=O)N1CCn2c1nc1ccccc12)C(=O)NCc1ccc2c(c1)OCO2 | 0.2 | 3 | -4 | 8 | -9 | 3 | 1 | 5 | 1 | 4
Cn1cccc1CNCC(O)c1ccccc1 (centres undefined) | 2.4 | 0 | -5 | 4 | -21 | -2 | -2 | 6 | -1 | 2
O=C(C[n+]1ccccc1)Nc1nc2ccccc2s1 | 1.2 | 0 | -8 | 29 | -15 | -2 | -29 | 3 | 1 | -3
COc1ccc(Nc2nc3ccccc3n3cnnc23)cc1 | 0.1 | 0 | 5 | 7 | -17 | -2 | -4 | 1 | 5 | -6
CCCCCCP(=O)(O)c1ccccc1 | -2.0 | 4 | 6 | 11 | 1 | -4 | 4 | 9 | -1 | 3
COC(C(=O)Nc1ccccc1C(=O)N1CCOCC1)c1ccccc1 (centres undefined) | 0.6 | -2 | -5 | 14 | -17 | -2 | 11 | -5 | 0 | 0
CCOC(=O)Cn1nc(NC(=O)c2cc(OC)cc(OC)c2)cc1C | 0.0 | 0 | 1 | 21 | -14 | -3 | 9 | 20 | 2 | -4
Cc1ccccc1CN(c1ccc(C(N)=O)cc1)S(C)(=O)=O | -0.8 | -3 | 5 | 10 | -15 | 2 | 18 | -15 | 0 | -3
CCc1ccc(OCc2nnc(SCC(=O)N3CCOCC3)o2)cc1 | -0.3 | -1 | 7 | 13 | -17 | -4 | -14 | 10 | 1 | -9
CC(C)N1CCN(Cc2ccc(C#CC(C)(C)O)s2)CC1CCO (centres undefined) | -0.2 | -5 | 0 | -6 | -5 | 7 | 14 | -20 | -1 | 1
CCc1nnc(NC(=O)C2CC(=O)N(Cc3ccco3)C2)s1 (centres undefined) | -0.1 | 0 | -3 | 22 | -43 | 9 | -12 | -11 | 3 | -3
